Bioassay records (PubChem BioAssay)
APOBEC3A inh: human APOBEC3A DNA deaminase inhibition; P31941; recombinant A3A, FAM/TAMRA ssDNA deamination fluorescence; inhibition, % at 20 µM; 330,000 tested, 0.41% active; AID 493011;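 active means at least 40% inhibition at 20 µM here, with at most 30% in a related deaminase screen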;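 further: plate controls were A3A with DMSO for no effect and wells lacking A3A enzyme for full effect; some results filed as inactive read as strong as hits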
Target sequence (P31941 whole entry, looked up): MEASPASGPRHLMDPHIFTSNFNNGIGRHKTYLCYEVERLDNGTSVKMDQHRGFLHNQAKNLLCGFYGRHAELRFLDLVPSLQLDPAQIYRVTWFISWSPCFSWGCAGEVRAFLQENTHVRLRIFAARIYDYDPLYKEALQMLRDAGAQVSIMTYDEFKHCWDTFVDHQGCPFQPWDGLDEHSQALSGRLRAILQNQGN
hIAP act: human IAP activation. P09923. purified human IAP, CDP-Star luminescence, 30 min; hits give high values; 1 = vehicle-only enzyme, 0 = enzyme-free background. activation factor at 10 µM. 330,000 tested, 0.16% active;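 active means activation factor of the enzyme at least 2-fold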; further: the source names both 10 and 20 µM as test concentration; values of inactives mirror those of a sister screen read the other way
Target sequence (P09923 whole entry, looked up): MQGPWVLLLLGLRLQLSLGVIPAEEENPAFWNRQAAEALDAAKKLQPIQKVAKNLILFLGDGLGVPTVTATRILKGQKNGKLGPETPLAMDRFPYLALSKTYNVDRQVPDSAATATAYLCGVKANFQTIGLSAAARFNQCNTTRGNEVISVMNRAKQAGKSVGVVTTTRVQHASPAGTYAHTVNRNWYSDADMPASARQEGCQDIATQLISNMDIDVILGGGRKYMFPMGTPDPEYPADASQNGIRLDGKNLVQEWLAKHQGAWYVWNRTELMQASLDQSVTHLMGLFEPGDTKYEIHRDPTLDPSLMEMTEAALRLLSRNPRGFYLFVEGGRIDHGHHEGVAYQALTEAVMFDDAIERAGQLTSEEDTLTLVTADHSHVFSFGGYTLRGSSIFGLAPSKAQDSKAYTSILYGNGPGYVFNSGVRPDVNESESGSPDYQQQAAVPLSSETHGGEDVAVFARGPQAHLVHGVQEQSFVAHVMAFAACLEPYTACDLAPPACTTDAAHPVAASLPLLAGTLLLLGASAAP
mIAP activ: mouse IAP activation; 330,000 tested, 0.24% active; activation factor at 10 µM; AID 2805; muIAP, CDP-Star luminescence, 30 min; hits give high values; 1 = vehicle-only enzyme signal, 0 = enzyme-free wells;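 active means activation factor of at least 2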; further: the source names both 10 and 20 µM as test concentration; values of inactives mirror those of a sister screen read the other way
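Assay system: mouse IAP enzyme; reagent: chemiluminescent substrate CDP-Star; dosing: test compounds delivered from DMSO solution; schedule: 30 min at room temperature; measured by: luminescence from enzymatic CDP-Star hydrolysis; controls: DMSO-only wells and no-enzyme negative control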
A3G deaminase: blocks human APOBEC3G single-stranded DNA deamination | AID 493012 | recombinant A3G, ssDNA deamination FAM/TAMRA fluorescence | inhibition, % at 20 µM | 330,000 tested, 0.28% active;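 active means inhibition of at least 40% at 20 µM, with no more than 30% in the related APOBEC3A deaminase screen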;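 further: plate controls were DMSO wells with A3G for no effect and wells lacking A3G enzyme for full effect; some compounds called inactive have numbers as strong as hits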
Target sequence (Q9HC16 whole entry, looked up): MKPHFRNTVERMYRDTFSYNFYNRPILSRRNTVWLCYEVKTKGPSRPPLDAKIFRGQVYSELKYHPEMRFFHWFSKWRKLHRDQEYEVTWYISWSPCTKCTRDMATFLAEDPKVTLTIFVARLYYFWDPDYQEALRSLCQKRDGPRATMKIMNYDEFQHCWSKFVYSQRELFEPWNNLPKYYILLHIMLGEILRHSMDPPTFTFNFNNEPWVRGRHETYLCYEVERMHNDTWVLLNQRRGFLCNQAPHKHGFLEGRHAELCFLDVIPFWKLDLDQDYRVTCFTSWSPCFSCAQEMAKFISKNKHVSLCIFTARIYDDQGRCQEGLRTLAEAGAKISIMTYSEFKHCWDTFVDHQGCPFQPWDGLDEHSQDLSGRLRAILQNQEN
MPTP block: blocks calcium-induced mitochondrial swelling. 360,000 tested, 1.4% active. inhibition, % at 10 µM. isolated mouse mitochondria, Ca2+ swelling absorbance, 30 min. AID 602449;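 active means inhibition of 50% or more, scaled per plate between neutral and stimulator controls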;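 further: 0% = DMSO wells given calcium and 100% = 1 mM EGTA wells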
beta cell repl: MIN6 beta-cell proliferation induction; MIN6 cells proliferation, ATPlite luminescence, 48 h; cells starved in 0.2% serum; 100% = growth in 10% serum; proliferation, % at 10 µM; 330,000 tested, 0.29% active; AID 2380;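 active means compounds whose signal lies at least 3.5 SD above the mean of all wells on their plate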;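 further: 0% = DMSO-treated cells in low-serum medium and 100% = 10% serum control; some compounds called inactive have numbers as strong as hits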
GRIN3A LBD mod: modulators (binders) of human NR3A ligand-binding domain. NR3A LBD differential scanning fluorimetry, Tm shift; 0% = protein alone, 100% = glycine-bound protein. Tm shift relative to glycine control, % at 25 µM. 340,000 tested, 2.5% active;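 active means melting temperature shift of at least 10% of the positive control shift, at one fixed dose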
hIAP inh: human IAP inhibition | 330,000 tested, 0.12% active | purified IAP, CDP-Star luminescence, 30 min | inhibition, % at 10 µM;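 active means inhibition reaching a set limit with compound at 10 µM in the primary screen, cut at about 35% in these data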;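 further: plate controls were DMSO wells with enzyme for no effect and no-enzyme buffer wells for full effect; values of inactives mirror those of a sister screen read the other way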
mIAP inh: blocks mouse intestinal alkaline phosphatase. purified mouse IAP, CDP-Star luminescence, 30 min. inhibition, % at 10 µM. 330,000 tested, 0.2% active. AID 2806;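 active means inhibition of at least 40% at 10 µM in the primary screen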;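 further: plate controls were DMSO with enzyme for no effect and no enzyme wells for full effect; values of inactives mirror those of a sister screen read the other way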
Numbers without * were called inactive; nt = no result given; & = joins results of further samples.

mol	APOBEC3A inh	hIAP act	mIAP activ	A3G deaminase	MPTP block	beta cell repl	GRIN3A LBD mod	hIAP inh	mIAP inh
Cc1ccc(C(=O)NC2CCCCCCC2)cc1S(=O)(=O)N1CCOCC1	-1	0.84	0.91	-7	-2.5	-4	34*	16	9
O=C(CSc1nc(=O)n(CCCN2CCOCC2)c2c1CCCC2)Nc1ccc(F)c(F)c1	3	0.97	1	0	-1.9	-2	-1	3	-1
COc1cccc(-c2nn(-c3ccc(C)cc3)cc2C(=O)NCC2CCCO2)c1 (stereo not given)	-4	0.96	1	-12	-1.1	4	0	4	-4
CCCCCCCCC#Cc1nc(C)ccc1OC	5	nt	0.95	3	-1.1	nt	2	nt	5
C=CCNc1nc2ccccc2nc1NS(=O)(=O)c1ccc(Cl)cc1	-1	0.96	0.82	-4	3.6	-3	-2	4	18
CCOC(=O)CNC(=O)c1sc(NC(=O)c2ccccc2)nc1C	2	1.2	0.99	-8	-1.6	-3	-1	-23	1
COC(C#CCCN(C)C)(c1ccccc1)c1ccccc1	-4	1	1	-6	0.9	-4	-4	-3	0
CC(C)c1nc(SCC(=O)c2ccc(F)cc2)c2ccccc2n1	0	0.95	0.96	0	-0.8	0	0	5	4
Cc1c(-c2ccccc2)nc(N)c(C#N)c1-c1cccs1	1	1.1	0.98	-2	2.4	1	-1	-11	2
Cc1ccc(NC(=O)c2cc(C(=O)c3cc(Cl)ccc3O)cn(-c3ccc(C)cc3)c2=O)cc1	0	1.1	0.88	-3	92*	-3	12*	-10	12

(continued)
mol	APOBEC3A inh	hIAP act	mIAP activ	A3G deaminase	MPTP block	beta cell repl	GRIN3A LBD mod	hIAP inh	mIAP inh
Cc1cccc(-c2nnn(CC/C(N)=N/O)n2)c1	1	0.99	1.1	-3	0.1	2	0	1	-9
Cc1cccc(NC(=O)Cn2cnc3ccc(S(=O)(=O)N4CCC(C)CC4)cc3c2=O)n1	0	0.94	0.96	-2	-2.1	-1	-4	6	4
COc1ccc(OC)c(Nc2ncnc3ccc(Br)cc23)c1	4	1.2	1.1	-4	0.0	3	4	-18	-6
CNC(=O)CN1C(=O)NC(Cc2c[nH]c3ccccc23)C1=O (stereo not given)	2	1	1.1	3	-0.8	-3	-1	-2	-6
COc1ccc(N2CC(C(=O)N/N=C/c3ccc(C)cc3)CC2=O)cc1 (stereo not given)	-1	1	1	-5	1.5	-2	0	-4	-1
CCn1c(=NC(=O)COc2ccccc2)sc2cccc(F)c21	6	1.1	0.96	6	2.6	-3	1	-7	4
CCN1C(=O)c2ccc(C(=O)O)cc2C1=O	-1	0.81	0.97	3	4.4	1	1	19	3
COc1ccc(C(C)=O)cc1COC(=O)CCNS(=O)(=O)c1ccc(C)cc1	5	1.1	0.98	-7	-0.1	-2	0	-9	2
CN(C(=O)c1cc([N+](=O)[O-])ccc1NCc1cccnc1)c1ccccc1	-4	1.2	1	-3	-0.5	-2	-4	-16	-4
CCC(Sc1nc(C)cc(C)n1)C(=O)NC1=NN=C(c2ccc(C)cc2)CS1 (stereo not given)	0	0.91	0.95	-1	-1.3	-6	1	9	5

The listing continues.
mol	APOBEC3A inh	hIAP act	mIAP activ	A3G deaminase	MPTP block	beta cell repl	GRIN3A LBD mod	hIAP inh	mIAP inh
Cc1c(-c2ccccc2)oc2c(C(=O)OCC(=O)Nc3ccc(C(N)=O)cc3)cccc2c1=O	-2	1.1	0.91	-7	1.8	1	-5	-6	9
O=C(COC(=O)c1ccc(Cl)nc1)NCc1ccc2c(c1)OCO2	2	1	1	1	0.1	-1	-2	-3	0
COc1cc(/C=N/NC(N)=O)ccc1OCC(=O)Nc1ccc(C)c(C)c1	-3	1	0.98	-7	-1.2	-2	-11	-4	2
CC(=O)N1CCCN(C(=O)c2cc(COc3c(F)cccc3F)on2)CC1	-3	0.91	1.1	2	-2.4	-2	-1	9	-8
CN(CCC1CCCCO1)C(=O)c1cc(COc2ccc(F)cc2F)on1 (stereo not given)	-3	1.1	0.99	-7	0.6	1	-1	-13	1
Cc1cc(C)c(NC(=O)CN2C(=O)NC3(CCc4ccccc43)C2=O)c(Cl)c1 (stereo not given)	0	1.1	1.1	-6	0.8	-1	1	-10	-11
COC(=O)c1ccc(CSc2nc3c(cnn3-c3ccc(F)cc3)c(=O)[nH]2)o1	4	1	0.96	1	-1.7	1	-8	-1	4
COC(=O)Cc1c(C)nc2nc(Cc3ccccc3)[nH]n2c1=O	1	0.94	1	0	-0.4	-2	5	6	-4
Cc1ccccc1N(C(=O)CNC(=O)c1cccs1)C(C(=O)NC1CCCC1)c1ccncc1 (stereo not given)	-4	0.92	1	-8	-2.5	-4	0	8	-1
Cc1cc(C)nc(N/N=C/c2ccc3c(c2)OCCO3)n1	2	0.91	1	-4	-1.5	1	0	9	-1

(more compounds)
mol	APOBEC3A inh	hIAP act	mIAP activ	A3G deaminase	MPTP block	beta cell repl	GRIN3A LBD mod	hIAP inh	mIAP inh
C=CCOC(=O)C1=C(C)NC(SCC(=O)N(CC)CC)=C(C#N)C1c1ccco1 (stereo not given)	-4	1.2	0.88	-6	-0.9&-0.6	-3	0&-1	-19	12
COc1ccc(-c2nn3cnnc3s2)cc1OC	2	0.97	1.1	0	-0.3	3	-1	3	-7
COC(=O)c1cc(C(=O)OC)n(Cc2ccc(C)cc2)c1C	24	0.94	0.98	12	0.4	-3	-1	6	2
O=C(Nc1ccc(S(=O)(=O)N2CCOCC2)cc1)c1ccccc1Br	-2	1	1.1	-4	-0.1	0	-1	-1	-5
O=C(NCCCn1ccnc1)c1cn(-c2ccccc2)nc1-c1ccccc1	-8	1.5	1.3	-3	-2.0	-3	0	-50	-26
Cc1cc(C)nc(N/N=C/c2sccc2C)n1	1	0.89	1	-8	-0.4	-5	1	11	-1
NC(=O)c1ccccc1N=Cc1ccc2ccccc2c1	0	1	0.94	-2	0.1	0	-1	-1	6
C=C(C)CNC(=S)N1CCN(C(c2ccccc2)c2ccccc2)CC1	-3	1.1	1.3	-11	1.7	-4	-3	-8	-26
CCC(=O)Nc1ccc2c(c1)nc(CN1CCCCC1)n2C	0	1.2	1.1	-4	-0.6	1	2	-22	-10
O=C(COC(=O)Cn1cnc2ccccc21)NCCc1ccccc1	3	0.9	0.97	0	-3.8	-1	-2	10	3

(more compounds)
mol	APOBEC3A inh	hIAP act	mIAP activ	A3G deaminase	MPTP block	beta cell repl	GRIN3A LBD mod	hIAP inh	mIAP inh
CCOC(=O)C(=CNc1ccc(C#N)cc1)C(=O)OCC	3	0.93	0.93	7	-2.5	-2	0	7	8
NC(=O)C1CC(=O)N(c2ccc(OCc3ccc(Cl)cc3)cc2)C1 (stereo not given)	-1	0.99	1	-2	2.3	-1	-1	1	-1
CC(C(=O)N1CCc2ccccc21)N1CCN(S(=O)(=O)c2ccc(C(F)(F)F)cc2)CC1 (stereo not given)	0	1.1	1	-4	-2.3	-4	0	-9	-3
c1ccc2[nH]c(CN3CCN(c4ncnc5c4oc4ccccc45)CC3)nc2c1	-3	1.2	0.93	-6	3.8	0	-2	-16	7
Cn1c(=O)c2[nH]c(-c3ccccc3Cl)c(O)c2n(C)c1=O	-2	0.93	0.96	-8	5.8	0	1	7	4
Cc1ccc(CSCC(=O)Nc2ccccc2C(=O)O)cc1	-3	1	1	1	0.0	2	0	-4	0
CC(=O)Nc1ccc2c(c1)nc(CCN1CCC(C)CC1)n2C	0	0.94	1	-5	-2.5	-2	0	6	-4
O=C(N/N=C/c1cc2c(cc1Br)OCO2)c1c[nH]c2ccccc12	-4	0.98	1	0	4.5	-3	15*	2	0
COCO/C=C(\NC(C)=O)c1ccccc1	-2	0.76	1.1	-9	-0.2	2	-3	24	-8
CCC(=O)c1ccc(OCC(=O)NNC(=O)c2cc(C)oc2C)cc1	-1	1.2	0.85	-4	-0.3	-5	1	-24	15

Following part
mol	APOBEC3A inh	hIAP act	mIAP activ	A3G deaminase	MPTP block	beta cell repl	GRIN3A LBD mod	hIAP inh	mIAP inh
COc1ccc(CCNC(=O)Cc2ccc(NC3=NC4CS(=O)(=O)CC4S3)cc2)c(OC)c1 (stereo not given)	-4	0.96	1	-7	-3.6	-3	-3	4	-4
COc1ccc(O)c(/C=N/n2c(-c3ccco3)csc2=Nc2cccnc2)c1	-2	0.93	0.87	-2	2.9	0	-3	7	13
COC(=O)CNC(=O)c1ccc2c(c1)S(=O)(=O)c1ccccc1C2=O	-1	0.87	1	-3	2.5	6	-1	13	-1
CCOC(=O)c1c2n(c3ccc(O)cc13)CCC2	-6	1.2	0.94	-9	-1.6	9.1*	3	-23	6
COc1ccc(N2CCN(C(=O)COCc3cc(-c4ccc5c(c4)OCO5)on3)CC2)cc1	-10	1.6	0.97	-4	-0.5	-2	-6	-58	3
CCCN(CCC)CC(O)CN1C(=O)NC(C)(C)C1=O (stereo not given)	-3	0.81	0.93	-5	0.1	-3	-2	19	7
CCCCn1nc(C(=O)N(C)C2CCCCC2)c2ccccc2c1=O	-1	1	1.1	-8	-1.6	-1	-1	-4	-6
Cc1ccc(S(=O)(=O)N2[C@@H](c3ccc(F)cc3)C(C(=O)O)=C[C@H]2CC2CCCC2)cc1	1	1	0.93	1	1.0	0	-3	-1	7
N#C/C(=C(/O)CN1CCCC1)c1nc(-c2ccccc2)cs1	0	0.94	1	-3	-0.1	2	-3	6	-2
CC(C)(C)Nc1nc(NC(C)(C)C)nc(-n2ccnc2)n1	-1	1.2	1	-4	1.4	0	-3	-20	-3

(more compounds)
mol	APOBEC3A inh	hIAP act	mIAP activ	A3G deaminase	MPTP block	beta cell repl	GRIN3A LBD mod	hIAP inh	mIAP inh
N#CCSc1nc(-c2ccccc2)nc2ccc(F)cc12	-4	1.1	0.97	-5	1.5	0	2	-12	3
CCc1ccc(-c2cc(C(=O)N/N=C/c3c[nH]c4ccccc34)[nH]n2)cc1	5	1.7	0.98	-2	-2.5	-6	24*	-70	2
Cc1cccc(NC(=O)CSc2nnc(-c3cc(C)n(-c4ccccc4)c3C)o2)c1C	-1	1.1	1.2	1	-5.0	-3	-5	-9	-23
CCn1c2ccccc2c2cc(NC(=O)COC(=O)c3cccc(S(=O)(=O)NC)c3)ccc21	3	1.1	0.97	-1	1.2	0	8	-7	3
O=C(Nc1cccc(-c2nc3ccccc3s2)c1)c1ccc2c(c1)OCO2	4	0.96	0.89	-5	3.3	-1	10*	4	11
Cc1nnc(SCc2nnc(-c3cccs3)o2)s1	4	0.94	0.99	5	4.8	1	-1	6	1
COc1ccc(S(=O)(=O)N2CCCC(C(=O)NCc3cccnc3)C2)cc1 (stereo not given)	3	0.92	0.98	-1	-2.4	1	-2	8	2
COc1ccccc1NC(=O)COc1ccc2ccccc2c1	20	0.96	0.94	-7	-2.2	3	1	4	6
Cc1ccc(Cl)cc1N1CCN(C(=O)c2ccc3nc[nH]c3c2)CC1	0	1.4	0.92	-1	0.2	-5	2	-41	8
Cc1cc2cc(C)c(NCCNC(=O)c3ccccc3F)nc2cc1C	-2	1	1	-3	5.3	-1	-4	-4	0

(cont.)
mol	APOBEC3A inh	hIAP act	mIAP activ	A3G deaminase	MPTP block	beta cell repl	GRIN3A LBD mod	hIAP inh	mIAP inh
CCOCCCNC(=S)Nc1cc(C)cc(C)c1	6	0.91	1.1	-3	-1.0	-1	-3	9	-7
CC(=O)OCC1=C(C(=O)O)N2C(=O)C(NC(=O)CCn3nc(C)c(Cl)c3C)C2SC1 (stereo not given)	6	1.1	0.94	-4	-1.5	-2	0	-5	6
COc1cc(Cc2ccc(N)c(OC)c2)ccc1N	1	0.99	0.83	-2	-1.5	2	-1	1	17
N#Cc1ccc(C(=O)OCC(=O)N2CCOCC2)cc1	-3	0.94	0.99	-3	0.7	5	0	6	1
NS(=O)(=O)c1cccc(NC(=O)CCSc2ccc(Cl)cc2)c1	2	1.1	0.83	1	0.9	0	-13	-12	16
